Screening results as filed in PubChem.
LDHA block: qHTS assay for inhibitors of human lactate dehydrogenase; L-lactate dehydrogenase A chain (Homo sapiens), P00338; purified LDHA, NADH/diaphorase-resazurin fluorescence; stronger effect = lower value; activity change, % (values are at about 110 or 230 µM); 480,000 tested, 0.15% active; AID 1347041, 2019; in the data active = activity change below about -30%; inconclusive = mostly about -25% to -30%;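 also: plate controls were DMSO wells for no effect and wells without enzyme for full effect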
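LDH5 2 nM; NADH 0.06 mM, pyruvate 0.2 mM; 200 mM Tris pH 7.4, EDTA, Tween-20; 5 min RT. Detection: diaphorase 0.133 mg/mL + resazurin 37 µM, fluorescence ex540/em590 at 0 and 20 min; normalized to enzyme-free and DMSO wells.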
Numbers without * were called inactive; ? = inconclusive; & = joins results of further samples. Not all compounds are listed, so the mix of outcomes need not match the whole.

SMILES	LDHA block
CCN(CC)C(=O)Oc1ccc2c(C)c(-c3ccc(OC)cc3)c(=O)oc2c1	-1
O=C(O)CCn1cc(C(C(=O)O)N2CCN(Cc3ccccc3)CC2)c2ccc(F)cc21 (configuration not stated)	4
Cc1cc(C(=O)OCC(=O)c2ccc(OCc3ccccc3)cc2)c2ccccc2n1	0
Cc1cccc(NC(=O)NC(C(=O)N2CCc3ccccc32)c2ccccc2)c1 (configuration not stated)	1
COc1ccc(N2C[C@]34C=C[C@H](O3)C(C(=O)O)C4C2=O)cc1 (some centres not stated)	-2
COc1ccc(C(=O)NCC2(c3ccc4c(c3)OCCO4)CCCC2)cc1	-5
CCN(CC(=O)Nc1ccccc1C(F)(F)F)Cc1nc2ccccc2o1	-4
CC1CCCN(C(=O)c2ccc(CN(c3ccccc3)S(C)(=O)=O)cc2)C1 (configuration not stated)	-5
CC(C)CCn1cnc2c1c(O)nc(=O)n2Cc1ccccc1	0
CC(O)c1nc2ccccc2n1CC(=O)C(C)(C)C (configuration not stated)	-3
CN(Cc1cnn(C)c1)C(=O)c1nn(-c2ccccc2)c(=O)c2ccccc12	6
O=C(NCCN1CCOCC1)c1nn(Cc2ccccc2)c(=O)c2ccccc12	6
COC(=O)c1ccccc1S(=O)(=O)Nc1ccc(OC)cc1	-5
N#CC(C(=O)Cc1ccc(Cl)cc1)C(=O)Nc1ccccc1Cl (configuration not stated)	-11
O=C(NCc1ccc2c(c1)OCO2)c1cc2ccccc2[nH]1	8
CCOc1ccc(-n2nnc3c(=O)n(Cc4nc(-c5ccccc5Br)no4)cnc32)cc1	-5
C#CCNC(=O)c1cc2c(Br)ccc(Br)c2nc1N	4
COc1ccc(NC(=O)C(C)Nc2ccc3oc(C)nc3c2)cc1 (configuration not stated)	100
O=C(CSc1nc2ccccc2s1)Nc1ccc(F)c(F)c1F	4
CC(NC(=O)CC12CC3CC(CC(C3)C1)C2)c1ccccn1 (configuration not stated)	-2
CCC(=O)NCCC12CC3CC(CC(C3)C1)C2	2
CC(=O)Nc1cc(-c2ccc(=O)n(CC(=O)Nc3c(C)cc(C)cc3C)n2)ccc1C	7
Cc1cccc(NC(=O)CCC2CCCC2)c1C	2
CC(C)CCn1nc(C(=O)OC(C)C(=O)N2CCCc3ccccc32)c2ccccc2c1=O (configuration not stated)	-4
CCCn1c(=O)[nH]c(=O)c2c1nc(-c1ccc(Cl)cc1)n2CCOC	-17

Ordered by SMILES length (highest first): part of the list above.
SMILES	LDHA block
O=C(O)CCn1cc(C(C(=O)O)N2CCN(Cc3ccccc3)CC2)c2ccc(F)cc21 (configuration not stated)	4
Cc1cc(C(=O)OCC(=O)c2ccc(OCc3ccccc3)cc2)c2ccccc2n1	0
CC1CCCN(C(=O)c2ccc(CN(c3ccccc3)S(C)(=O)=O)cc2)C1 (configuration not stated)	-5
Cc1cccc(NC(=O)NC(C(=O)N2CCc3ccccc32)c2ccccc2)c1 (configuration not stated)	1
O=C(NCCN1CCOCC1)c1nn(Cc2ccccc2)c(=O)c2ccccc12	6
COc1ccc(C(=O)NCC2(c3ccc4c(c3)OCCO4)CCCC2)cc1	-5
CCN(CC(=O)Nc1ccccc1C(F)(F)F)Cc1nc2ccccc2o1	-4
N#CC(C(=O)Cc1ccc(Cl)cc1)C(=O)Nc1ccccc1Cl (configuration not stated)	-11
COc1ccc(NC(=O)C(C)Nc2ccc3oc(C)nc3c2)cc1 (configuration not stated)	100
O=C(NCc1ccc2c(c1)OCO2)c1cc2ccccc2[nH]1	8
COC(=O)c1ccccc1S(=O)(=O)Nc1ccc(OC)cc1	-5
CC(C)CCn1cnc2c1c(O)nc(=O)n2Cc1ccccc1	0
CC(O)c1nc2ccccc2n1CC(=O)C(C)(C)C (configuration not stated)	-3
CCC(=O)NCCC12CC3CC(CC(C3)C1)C2	2
Cc1cccc(NC(=O)CCC2CCCC2)c1C	2

(cont.)
SMILES	LDHA block
CCC(C(=O)c1ccc(OC)cc1)C(=O)c1ccc(OC)cc1	6
O=C(COc1ccc(Cl)cc1)Nc1c(NC2CCCC2)c2ccccc2oc1=O	0
COc1ccc(Cl)cc1C(=O)Nc1ccc(F)c(S(=O)(=O)N2CCOCC2)c1	16
O=C(c1cc(-c2csc(-c3ccccc3)n2)c[nH]1)N1CCCC1	-7
COC(=O)C1=CN(c2ccc3c(c2)OCO3)C(N)=C(C#N)C1c1ccccc1 (configuration not stated)	2
CC(C)c1ccc(N2CC(c3nc(-c4ccccn4)no3)CC2=O)cc1 (configuration not stated)	1
CC(C)CN1CCOC(CNC(=O)N2CCN(S(=O)(=O)c3ccc(C#N)cc3)CC2)C1 (configuration not stated)	5
C#CCNC(=O)COC(=O)c1cccnc1Nc1cccc(C(F)(F)F)c1	7
O=C(Nc1ccccc1)N1CCCN(CCc2ccncc2)CC1	7
COc1ccc2c(CCNC(=O)CNc3nc(Cl)nc4nc[nH]c34)c[nH]c2c1	?
COc1cccc(-c2nc3cc(NC(=O)c4ccc(C)c([N+](=O)[O-])c4)ccc3o2)c1	-1
O=C(Nc1ccc(Oc2ccccc2)cc1)c1n[nH]c(=O)c2ccccc12	-3
CC(OC(=O)c1cc(Br)c[nH]1)C(=O)c1c[nH]c2ccccc12 (configuration not stated)	8
COC(=O)[C@@]12C[C@@H](CC(=O)NCCC(C)C)C(=O)N(Cc3ccco3)C1=CCC(C)(C)C2	1
CN(C)C1CN(Cc2cn(Cc3ccccc3)nn2)S(=O)(=O)C1 (configuration not stated)	-8
CCCCCCNC(=S)Nc1ccc(F)cc1	-3
Cc1ccc(CCNC(=O)CCc2nc(CS(=O)(=O)c3ccc(F)cc3)no2)cc1	5
COc1ccc(CNC(=O)C(=O)Nc2cccc(C)c2)cc1	3
CC(C)NC(=O)Nc1c(NC2CCCC2)c2ccccc2oc1=O	-5
COc1cc(/C=N/O)c(Br)cc1OCC(=O)NN	7
Cc1ccc2c(=O)cc(C(=O)Nc3nnc(C(C)C)s3)oc2c1C	2
O=C(Nc1cccc2ccccc12)c1cc(F)c(F)cc1Cl	2
C#CCN(CC)CC(=O)NCc1cccs1	-2
CNc1nc(-c2c(C(=O)OC)c(C)n(C3CC3)c2C)cs1	5
CCOC(=O)C1=C(C)NC(=O)NC1c1nc2ccccc2n1CC (configuration not stated)	6

Remaining list, next part:
SMILES	LDHA block
O=C(Cn1ccc2ccc(F)cc21)Nc1nnc(C2CC2)s1	-22
Cc1cccc(C(=O)Nc2cccc(C(=O)N(C)C)c2)c1	0
CCn1cc(C(=O)c2cc(Cl)ccc2O)cc1-c1nc2ccccc2c(=O)[nH]1	9
OC(C#CCN1CCC(c2ccccc2)C1)(c1ccccc1)C1CCCCC1 (configuration not stated)	20
O=C(OCCOc1cccc(Br)c1)c1ccccc1C(=O)c1ccc(Cl)cc1	3
O=C(Cc1ccc(F)cc1)NCCc1cnc(-c2ccccc2)[nH]1	0
O=S(=O)(NCCc1cn2ccccc2n1)c1ccc(Cl)c(Cl)c1	4
COc1ccc(Cl)cc1C(=O)Nc1c(NC2CCCCC2)c2ccccc2oc1=O	2
COc1ccc(NC(=O)CSc2nnc3c4c5c(sc4ncn23)CCCC5)cc1	12
COc1ccc(Nc2c(-c3cccc(OC)c3)nc3nc(C)cc(C)n23)cc1	-3
CCc1noc(COc2ccc(C(=O)NC)cc2)n1	-3
CCn1c(=O)c2c(n3c(SCC(N)=O)nnc13)-c1ccccc1CC21CCCCC1	-2
CCOC(=O)C1=C(C)Nc2nc(SCc3ccccc3)nn2C1c1cccs1 (configuration not stated)	-4
CCC1CCCCN1C(=O)COC(=O)c1cnc2ccccc2n1 (configuration not stated)	3
CCCn1nc(C(=O)Nc2nnc(Cc3ccccc3)s2)c2ccccc2c1=O	-1
CN(C)C1(CNC(=O)COc2ccc3ccc(=O)oc3c2)CCCCC1	-17
CC(=O)c1ccc(C(=O)Nc2ccc(SC3CCCC3)cc2)s1	1
O=C(Oc1ccc2c(=O)c(Oc3ccccc3Br)coc2c1)c1ccccc1	2
CCCn1nc(C(=O)Nc2ccc(OC)c(S(=O)(=O)N(C)C)c2)c2ccccc2c1=O	-2
CC1(c2nnnn2-c2ccc3c(c2)OCCO3)CCC(=O)N1CCc1ccc(O)cc1 (configuration not stated)	-2
O=C(NCc1nc(-c2cccs2)no1)c1ccc2c(c1)OCCO2	3
CC(=O)Nc1ccc(/C=C(/C#N)C(=O)C(C)(C)C)cc1	2
COc1cc(/C=C/c2ncc(C(=O)O)s2)cc(Cl)c1OC	-25
COc1ccc2nc(Nc3nc(C)c(Cc4ccc(Cl)cc4)c(=O)[nH]3)nc(C)c2c1	2
Cc1ccc(NC(=O)c2cccc(CS(C)=O)c2)c(C)c1 (configuration not stated)	4

Other structures follow:
SMILES	LDHA block
CC(Cl)C(=O)NC(=O)NC(C)(C)C (configuration not stated)	12
CCCC(C)NC(=O)Cc1c(C)[nH]c2ccc(F)cc12 (configuration not stated)	0
C#CCN(C(=O)c1ccc(-c2cnco2)cc1)C1CCCCC1	8
CCOc1ccccc1Nc1nc(-c2sc(NC(=O)CC)nc2C)cs1	6
CCOC(=O)c1nc(N(CC)c2ccc(OC)cc2)c2ccccc2n1	3
CCOc1cc(C2C3=C(CCCC3=O)OC3=C2C(=O)CCC3)cc(Br)c1OCC(=O)O	-33*
C=CCOc1ccc(NC(=O)c2ccncc2)cc1	6
COc1ccc(N2C(=O)c3ccccc3NC(=O)C2C(=O)NCC(C)C)cc1 (configuration not stated)	-8
COCCN(CCOC)Cc1cc(=O)oc2cc(C)c(O)cc12	-2&-1
COc1ccc(S(=O)(=O)N2CCC[C@H]2C(=O)N2CCC[C@H]2C(=O)N(C)Cc2ccccc2)cc1C	4
O=C1NC[C@H](Cc2ccccc2)N(C[C@@H]2CCCN2C[C@H](Cc2ccccc2)N2C[C@H](Cc3ccc(O)cc3)N(CCc3ccccc3)C(=O)C2=O)C1=O	-1
CCn1cnc2c1c(=O)n(CC(=O)Nc1cccc(C(C)=O)c1)c(=O)n2Cc1ccccc1	-6
CN(C)C(CNC(=O)c1cc(=O)[nH]c2ccccc12)c1ccccc1 (configuration not stated)	2
COc1cc(OC)c2cc(C(=O)NCCC(=O)Nc3ccc4c(c3)OCCO4)n(C)c2c1	-1
Cc1ccc(F)cc1NC(=O)Cc1c[nH]c2ccccc12	0
FC(F)(F)c1cccc(/C=N/Nc2ccc(Cl)cc2)c1	8
CC(=O)Oc1cncc(C(=O)O)c1	-1
Cc1ccc(S(=O)(=O)Cc2nc(-c3ccc(C(=O)NCCCN4CCOCC4)cc3)oc2C)cc1	4
O=C(Nc1ccc(Cl)c(-c2nc3ncccc3o2)c1)c1cccs1	1
CCCn1nc(C(=O)Nc2nc(-c3ccc(NC(C)=O)cc3)cs2)c2ccccc2c1=O	-3
CCCNC(=S)Nc1cc(Cl)c(N)c(Cl)c1	10
CC(C)CC(NC(=O)Cn1c(=O)c2c(ncn2C)n(C)c1=O)c1ccccc1 (configuration not stated)	3
OC(CC#CCN1CCCCCC1)(c1ccccc1)c1ccc(-c2ccccc2)cc1 (configuration not stated)	-12
Cc1cc(-c2nc3c(c(=O)[nH]c(=O)n3Cc3ccccc3)n2CC2CCCO2)cc(C)c1O (configuration not stated)	-3
CC(C)(C)c1nc(CN2CCCC2)cs1	2

Additional compounds.
SMILES	LDHA block
CSc1ccccc1NC(=O)CN(C)C(C)C(=O)Nc1ccc(SC(F)F)cc1 (configuration not stated)	-10
CCCSc1nc2c(c(=O)[nH]c(=O)n2C)n1Cc1ccccc1Cl	-23
O=C(Nc1ccccc1)c1ccc(NN=C2CCCCC2)c([N+](=O)[O-])c1	0
O=C1c2ccccc2NC(c2ccccc2O)N1Cc1ccccc1 (configuration not stated)	2
O=C1CSC(c2cccc(C(F)(F)F)c2)N1c1ccc(I)cc1 (configuration not stated)	2
CC(C)CNc1nc(-c2ccc3c(c2)CCCN3S(C)(=O)=O)cs1	-2
Cc1ccc(N(C(C)C(=O)Nc2cccc(Cl)c2C)S(C)(=O)=O)cc1C (configuration not stated)	2
CS(=O)(=O)c1ccccc1NC(=O)CSc1nc(C2CC2)n(-c2ccccc2)n1	-10
O=C(O)CCc1ccc(S(=O)(=O)Nc2ccc3c(c2)CCC3)cc1	5
O=C(O)Cn1cc(C(C(=O)O)N2CCN(Cc3cccnc3)CC2)c2ccc(Cl)cc21 (configuration not stated)	6
COc1ccc(C2C(C(=O)OC(C)C)=C(C)Nc3nc4ccccc4n32)cc1 (configuration not stated)	2
CCn1cnc2c1c(=O)n(CC(=O)OCc1ccc(C(C)C)cc1)c(=O)n2Cc1ccccc1	9
N#Cc1cccc(NC(=O)COC(=O)c2ccc3ccccc3n2)c1	-19
COC(=O)[C@]12CCCCC=C1N(CCc1ccc(OC)c(OC)c1)C(=O)[C@H](CC(=O)N1CCCCC1)C2	-5
CC1(C)CC(NCCC(=O)NC2CC(C)(C)NC(C)(C)C2)CC(C)(C)N1	-7
CC(C)Oc1cccc(-c2ccnc(N3CCC(C(N)=O)CC3)n2)c1	-2
Cc1ccc(S(=O)(=O)N(C)C)cc1C(=O)OC(C)C(=O)c1ccccc1 (configuration not stated)	-4
C(=Nc1ccccc1N=Cc1cccs1)c1cccs1	-3
COc1ccc(CN(C(=O)c2ccc(C#N)cc2)C2CC2)cc1	1
CC(=O)c1[nH]c2ccccc2c1C	11
O=C(Nc1ccc(Oc2ccccc2)cc1)c1cc(=O)[nH]c2ccccc12	-1
Fc1ccccc1-c1ccc(CNCc2ccccc2)o1	2
COc1ccc(C2Oc3ccccc3C(=O)N2Cc2ccccc2)cc1COc1ccc(NC(C)=O)cc1 (configuration not stated)	8
O=C(Nc1cc(F)ccc1F)C12CC3CC(CC(Cl)(C3)C1)C2	7
